Screens deposited in PubChem BioAssay by Broad Institute.
GASC1 inh – inhibitors of GASC-1 (KDM4C) histone demethylase, primary screen, biochemical, single concentration HTS; Lysine-specific demethylase 4C (Homo sapiens), Q9H3R0; GST-KDM4C 2-372, H3K9me3 peptide, LANCE TR-FRET; inhibition, % at 12.5 µM; hit rate 0.15% among 96,000; AID 720574, 2013;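 active = mean replicate inhibition above about 25%, with at least 55% of replicates also reaching it, limit read from the data, passing the limit was not always enough; inconclusive = only one of those two conditions met; inactive = neither condition met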
Target sequence (Q9H3R0 2-372 limits assumed): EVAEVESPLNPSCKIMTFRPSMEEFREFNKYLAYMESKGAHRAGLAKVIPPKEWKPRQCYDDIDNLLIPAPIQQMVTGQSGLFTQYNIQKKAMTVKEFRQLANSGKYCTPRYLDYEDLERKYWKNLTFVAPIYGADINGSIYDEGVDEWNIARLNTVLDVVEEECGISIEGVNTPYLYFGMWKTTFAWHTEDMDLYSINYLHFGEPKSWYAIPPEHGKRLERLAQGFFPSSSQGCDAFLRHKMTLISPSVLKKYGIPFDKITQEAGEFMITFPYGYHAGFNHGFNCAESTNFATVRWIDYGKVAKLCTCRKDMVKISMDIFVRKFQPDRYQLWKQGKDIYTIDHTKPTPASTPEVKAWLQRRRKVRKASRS
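Material: GST-tagged GASC-1 (JMJD2C) catalytic fragment, aa 2-372. Input: enzyme final amount 10 nM. Medium: HEPES buffer, pH 7.5, plus ascorbate. Reagent: H3K9me3 peptide substrate, Fe(II), 2-oxoglutarate. Doses: single dose. Times: reaction 30 min RT, detection step 1 h RT. Measured by: LANCE TR-FRET. Evaluation: Fall in 671/618 emission ratio as inhibition.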
Pf Dd2 inh – P. falciparum Dd2 growth inhibitors, primary screen, SYBR Green fluorescence, single dose replicates; hit rate 2.3% among 94,000; 72 h; stronger effect = lower value; activity change, % at 10 µM; AID 1159554, 2015; in the data active = activity change below about -80%; inconclusive = no clear call, values can overlap the other calls
C diff HTS – C. difficile growth inhibitors, primary screen, HTS. growth activity, negative = inhibition, % at 16 µg/mL (by protocol). hit rate 0.25% among 86,000. Clostridium difficile clinical isolate growth, OD600, 24 h; stronger effect = lower value;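 active = mean growth activity at or below -80% and every replicate also at or below -80%; inconclusive = mean at or below -80% but some replicate above -80%; inactive = mean growth activity above -80%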;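 also: 0% = DMSO wells and -100% = levofloxacin 16 µg/mL wells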
T cruzi growth – T. cruzi intracellular proliferation inhibitors, primary screen, cell-based, beta-gal Tulahuen parasites, NIH3T3 host, luminescence | inhibition, % at 8.34 µM | T. cruzi beta-gal in NIH3T3, GalScreen luminescence, 90 h | AID 624255, 2012 | hit rate 5.9% among 77,000;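 active = mean inhibition above about 93%, with at least 55% of replicates each passing it, limit read from the data, passing the limit was not always enough; inconclusive = only one of those two conditions holds; inactive = neither condition holds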
* marks the source's active call; other numbers are inactive results; ? = inconclusive; . = no result given; & = joins results of further samples.

SMILES	GASC1 inh	Pf Dd2 inh	C diff HTS	T cruzi growth
COCC(=O)N[C@@H]1C=C[C@@H](CC(=O)NCc2ccc(Cl)cc2)O[C@@H]1CO	3.5	0	.	-45
N#C[C@H]1[C@@H](c2ccc(C3=CCCCC3)cc2)[C@@H](CO)N1C(=O)C1CCOCC1	3.4	28	0	51
C[C@H]1CN([C@@H](C)CO)S(=O)(=O)c2ccc(-c3cccnc3)cc2O[C@@H]1CN(C)C	-1.7	7	-1	90
O=C(C[C@H]1CC[C@H](NC(=O)c2ccc3c(c2)OCO3)[C@H](CO)O1)NCc1ccc(Cl)cc1	-0.3	2	2	-13
CCCNC(=O)N1[C@@H]2CN(C(=O)Nc3ccccc3)c3ccccc3[C@@H]2[C@@H]1CO	-2.6	-9	-8	43
COc1ccc2c3c(n(C)c2c1)[C@@H](CO)N(C(=O)Cc1ccccc1)CC31CN(C)C1	-1.8	6	2	.
O=C(C[C@H]1C[C@@H]2c3cc(NS(=O)(=O)c4ccc(F)cc4)ccc3O[C@@H]2[C@@H](CO)O1)NCc1ccc(Oc2ccccc2)cc1	0.3	-76	.	5
CC(C)NC(=O)N(C)C[C@@H]1OCCCC[C@@H](C)Oc2ccc(NC(=O)NC3CCCCC3)cc2C(=O)N([C@@H](C)CO)C[C@@H]1C	0.1	.	1	-31
COc1cc(CN2CC3(CCN(C(=O)Nc4c(C)noc4C)CC3)c3c(n(C)c4cc(OC)ccc34)[C@H]2CO)cc(OC)c1	1.4	-42	6	.
CNC(=O)C[C@H]1CC[C@@H]2[C@@H](COc3ccc(NC(=O)c4cscn4)cc3C(=O)N2C)O1	-0.2	-11	5	51
C[C@@H]1CN([C@H](C)CO)C(=O)Cc2cc(NS(=O)(=O)c3ccccc3)ccc2O[C@H]1CN(C)C(=O)Nc1ccc2c(c1)OCO2	5.3	-6	.	-8
O=C(C[C@@H]1C=C[C@H](NC(=O)c2ccncc2)[C@H](CO)O1)NCc1ccncn1	0.4	1	0	.
COC(=O)C[C@H]1C[C@@H]2c3cc(NC(=O)NC4CCCCC4)ccc3O[C@@H]2[C@@H](CO)O1	1.5	10	.	7
C[C@H](CO)N1C[C@H](C)[C@@H](CN(C)C(=O)Nc2ccc(F)cc2)OCCCC[C@H](C)Oc2ccc(NS(C)(=O)=O)cc2C1=O	-0.2	23	11	69
O=C(C[C@H]1C[C@H]2c3cc(NS(=O)(=O)c4ccc(F)cc4)ccc3O[C@H]2[C@H](CO)O1)NCc1cc(F)ccc1F	-3.5	-42	-3	-16
CCS(=O)(=O)Nc1ccc2c(c1)C(=O)N(C)[C@@H]1CC[C@@H](CC(=O)OC)O[C@@H]1CO2	0.4	-10	-2	-1
O=C(C[C@@H]1C[C@H]2c3cc(NC(=O)C4CCOCC4)ccc3O[C@H]2[C@H](CO)O1)NCc1ccccn1	1.6	3	0	84
C[C@H](CO)N1C[C@H](C)[C@H](CN(C)Cc2ccc(Oc3ccccc3)cc2)Oc2ccc(NC(=O)c3ccncc3)cc2C1=O	-1.1	-8	0	34
COc1ccc(S(=O)(=O)Nc2ccc3c(c2)C(=O)N([C@H](C)CO)C[C@H](C)[C@H](CN(C)Cc2ccc(Cl)c(Cl)c2)OCCCC[C@H](C)O3)cc1	8.9	-59	15	.
C[C@@H]1CN([C@H](C)CO)C(=O)c2cc(N(C)C)ccc2O[C@@H]1CN(C)Cc1ccc(-c2ccccc2)cc1	-0.5	-4	-9	64
COc1ccc(-c2ccc(C3[C@H]4CNC[C@@H]3N4C(=O)Nc3ccc4c(c3)OCO4)cc2)cc1 (stereo partly specified)	1.7&8.0	23&-66	49&3	.
O=C(CC1CC1)N1[C@H](CO)[C@@H]2c3ccccc3N(S(=O)(=O)c3ccccc3F)C[C@@H]21	-0.9	21	1	19
C/C=C/c1ccc([C@H]2[C@@H](CO)N3C(=O)CN(C(=O)Nc4ccc(OC)cc4)C[C@H]23)cc1	0.3	-59	1	.
COc1ccccc1-c1ccc(C2[C@@H]3CN(S(=O)(=O)c4ccc(F)cc4)C[C@H]2N3)cc1 (stereo partly specified)	-2.6&-2.6	-36&-4	52&1	.
CCCNC(=O)Nc1ccc2c(c1)OC[C@H](C)N(Cc1ccncc1)C[C@@H](C)[C@H](OC)CN(C)C2=O	0.1	-9	.	-89
C[C@H]1CN([C@@H](C)CO)C(=O)c2cc(NC(=O)CCCCCC(=O)Nc3ccccc3N)ccc2O[C@H]1CN(C)Cc1ccc2c(c1)OCO2	0.8	-6	-6	.
CCC(=O)N1[C@@H]2c3ccc(C4=CCCCC4)c(=O)n3C[C@@H]2[C@@H](CO)[C@@H]1C(=O)NCc1ccc(F)cc1	0.9	.	0	47
COc1ccc(S(=O)(=O)N2CCCCN3[C@H](CO)[C@@H](c4ccc(-c5cccnc5)cc4)[C@@H]3C2)cc1	-1.9	-16	-17	109*
C[C@@H]1CN([C@@H](C)CO)C(=O)Cc2cc(NC(=O)CCCCCC(=O)Nc3ccccc3N)ccc2O[C@@H]1CN(C)S(=O)(=O)c1cccs1	-1.5	-36	30	15
Cc1ccc(S(=O)(=O)N[C@@H]2CC[C@H](CCNC(=O)c3ccc4c(c3)OCO4)O[C@H]2CO)cc1	0.2	4	-1	-57
C[C@H]1CN([C@@H](C)CO)C(=O)Cc2cc(NC(=O)Nc3cccc4ccccc34)ccc2O[C@H]1CN(C)S(=O)(=O)c1ccc(Cl)cc1	-0.4	-19	9	29
COCCN(C[C@H]1N[C@H](CO)[C@@H]1c1ccc(-c2cccnc2)cc1)C(C)=O	-4.1	14	17	-70
COc1cccc(-c2cn(CC[C@H]3CC[C@@H](NC(=O)CC4CC4)[C@H](CO)O3)nn2)c1	.	-6	-5	21
CC(C)NC(=O)Nc1ccc2c(c1)C(=O)N([C@@H](C)CO)C[C@@H](C)[C@@H](CN(C)C(=O)CCC(F)(F)F)OCCCC[C@@H](C)O2	2.3	-8	23	-22
CS(=O)(=O)N1[C@H](C#N)[C@@H](c2ccccc2-c2ccccc2)[C@@H]1CO	-1.1	-33	2	.
O=C(C[C@H]1CC[C@@H]2[C@H](COC[C@H](O)CN2C(=O)c2cccnc2)O1)Nc1ccc(-c2ccccc2)cc1	-0.5	-37	6&-8	-39
CC(C)NC(=O)N(C)C[C@@H]1Oc2ncc(-c3ccc(C(=O)N(C)C)cc3)cc2C(=O)N([C@@H](C)CO)C[C@H]1C	0.3	19	-6	15
CN1c2ccc(-c3ccc(C#N)cc3)cc2[C@H]2[C@H](CCN2S(=O)(=O)c2cccc(F)c2)[C@@H]1CO	-15	-9	2	67
COc1ccc(NC(=O)N(C)C[C@H]2Oc3ncc(C4=CCCC4)cc3C(=O)N([C@@H](C)CO)C[C@H]2C)cc1	-0.1	-7	10	48
C[C@H](CO)N1C[C@H](C)[C@H](CN(C)C(=O)Nc2ccc(F)cc2)Oc2ccc(NC(=O)Nc3ccc(F)cc3)cc2C1=O	0.4	-5	1	2
CC(=O)N(C)C[C@@H]1Oc2ncc(C#Cc3cccc(F)c3)cc2C(=O)N([C@@H](C)CO)C[C@@H]1C	-0.5	11	-2	23
O=C(C[C@H]1CC[C@@H](NC(=O)c2ccncc2)[C@@H](CO)O1)NCc1ccncn1	-2.5	4	-2	.
CC(C)NC(=O)Nc1ccc2c(c1)C(=O)N([C@@H](C)CO)C[C@H](C)[C@@H](CN(C)C(=O)Nc1ccc3c(c1)OCO3)O2	2.6	11	12	-13
C[C@@H]1CN([C@@H](C)CO)C(=O)Cc2cc(NS(=O)(=O)c3ccc(F)cc3)ccc2O[C@@H]1CN(C)C(=O)Nc1ccc(F)cc1	-2.0	-8	-7	-17
Cc1ccc(S(=O)(=O)Nc2ccc3c(c2)C(=O)N([C@@H](C)CO)C[C@H](C)[C@H](CN(C)C(=O)C2CCCCC2)OCCCC[C@H](C)O3)cc1	-2.0	-61	2	-1
O=C(NCCc1ccccc1)[C@H]1[C@H](CO)[C@H]2Cn3c(cccc3=O)[C@@H]1N2C(=O)C1CCC1	0.3	0	-4	99*
O=C(C[C@H]1CC[C@@H](NC(=O)Cc2ccccn2)[C@H](CO)O1)NCCc1ccncc1	0.0	6	.	-13
COc1ccc2c3c([nH]c2c1)[C@H](CO)N(C(=O)CN(C)C)CC31CCN(Cc2ccccc2Cl)CC1	1.2	?	7	.
Cc1noc(C)c1NC(=O)Nc1ccc2c(c1)C(=O)N([C@H](C)CO)C[C@H](C)[C@@H](CN(C)Cc1ccc3c(c1)OCO3)O2	-0.4	5	0	-3
C[C@H](CO)N1C[C@H](C)[C@@H](CN(C)CC2CC2)Oc2ccc(NS(=O)(=O)c3ccc(Cl)cc3)cc2CC1=O	2.5	-20	-4	2
CO[C@H]1CN(C)C(=O)c2ccc(NC(=O)CC(F)(F)F)cc2OC[C@@H](C)N(S(=O)(=O)c2cn(C)cn2)C[C@@H]1C	0.8	5	.	35
CCC(=O)N1CC2(CCN(Cc3ccc(Cl)cc3)CC2)c2c([nH]c3cc(OC)ccc23)[C@@H]1CO	-0.8	-2	-4	.
O=C(CC1CC1)Nc1ccc2c(c1)[C@@H]1C[C@@H](CC(=O)NC3CCCCC3)O[C@@H](CO)[C@@H]1O2	2.1	-14	-1	35
CC(C)[C@H]1COCn2nncc2CC[C@H](C)C(=O)N1	2.1	.	-1	.
COc1ccc(CN2C[C@H](O)COC[C@@H]3O[C@H](CC(=O)NCc4ccncn4)CC[C@H]32)cc1	0.9	5	4	10
Cc1noc(C)c1NC(=O)N(C)C[C@@H]1Oc2ccc(NC(=O)Cc3ccccc3)cc2CC(=O)N([C@H](C)CO)C[C@H]1C	-1.1	10	-1	30
COc1ccc(NC(=O)N(C)C[C@@H]2Oc3ncc(-c4cccnc4)cc3C(=O)N([C@@H](C)CO)C[C@H]2C)cc1	11	30	0	-54
COc1ccc(S(=O)(=O)Nc2ccc3c(c2)C(=O)N([C@@H](C)CO)C[C@H](C)[C@H](CN(C)C(=O)Nc2ccccc2)O3)cc1	-1.0	19	0	14
CCCNC(=O)C[C@@H]1CC[C@@H]2[C@H](COc3ccc(NC(=O)C4CCCC4)cc3C(=O)N2C)O1	0.4	9	-4	27
C/C=C/c1ccc([C@H]2[C@@H](CO)N(S(C)(=O)=O)[C@@H]2CN(C(C)=O)C(C)C)cc1	-0.8	6	-4	.

Exported as labelled records: entries from further up.
O=C(NCCc1ccccc1)[C@H]1[C@H](CO)[C@H]2Cn3c(cccc3=O)[C@@H]1N2C(=O)C1CCC1
  GASC1 inh = 0.3; Pf Dd2 inh = 0; C diff HTS = -4; T cruzi growth = 99*
O=C(C[C@H]1CC[C@@H](NC(=O)Cc2ccccn2)[C@H](CO)O1)NCCc1ccncc1
  GASC1 inh = 0.0; Pf Dd2 inh = 6; C diff HTS = .; T cruzi growth = -13
COc1ccc2c3c([nH]c2c1)[C@H](CO)N(C(=O)CN(C)C)CC31CCN(Cc2ccccc2Cl)CC1
  GASC1 inh = 1.2; Pf Dd2 inh = ?; C diff HTS = 7; T cruzi growth = .
Cc1noc(C)c1NC(=O)Nc1ccc2c(c1)C(=O)N([C@H](C)CO)C[C@H](C)[C@@H](CN(C)Cc1ccc3c(c1)OCO3)O2
  GASC1 inh = -0.4; Pf Dd2 inh = 5; C diff HTS = 0; T cruzi growth = -3

Next structures:
SMILES	GASC1 inh	Pf Dd2 inh	C diff HTS	T cruzi growth
COc1ccc2c3c(n(C)c2c1)[C@@H](CO)N(C(=O)c1ccncc1)CC31CN(C(C)=O)C1	-0.1	2	11	.
CO[C@@H]1CN(C)C(=O)c2cc(NC(=O)C3CCOCC3)ccc2OC[C@@H](C)N(S(=O)(=O)c2ccc(C)cc2)C[C@H]1C	.	-50	.	20
COC(=O)C[C@@H]1C[C@@H]2c3cc(NC(=O)NC4CCCCC4)ccc3O[C@@H]2[C@H](CO)O1	5.1	38	.	-22
C[C@@H]1CN([C@@H](C)CO)C(=O)Cc2cc(NC(=O)CCCCCC(=O)Nc3ccccc3N)ccc2O[C@@H]1CN(C)S(C)(=O)=O	-0.2	6	3	28
C[C@@H]1CN([C@H](C)CO)C(=O)Cc2cc(NS(=O)(=O)c3ccc(F)cc3)ccc2O[C@@H]1CN(C)C(=O)Nc1cccc2ccccc12	-1.1	-38	-11	12
COCC#Cc1ccc([C@@H]2[C@@H](CO)N3CCCCN(C(=O)CN(C)C)C[C@@H]23)cc1	-0.7	21	-2	99*
C[C@@H]1CN([C@@H](C)CO)C(=O)c2cc(NS(=O)(=O)c3cn(C)cn3)ccc2O[C@@H](C)CCCCO[C@@H]1CN(C)S(=O)(=O)c1cn(C)cn1	-0.3	46	4	-67
